# M1 PAM parental = counter-screen for M1 PAMs: effect in parental CHO-K1 cells; ATP EC20, Fluo-8 calcium fluorescence; 0% at ATP EC20, 100% at ATP max; activation, % at 3 µM; 0.02% of 360,000 active;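 active = activation above the run cutoff, the mean activation of all test compounds plus 3 SD, cut at about 40% in these data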;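 also: peak over basal fluorescence ratio in a 140 s read after ATP addition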
# TAAR1 antag = human TAAR1 antagonism; Q96RJ0; inhibition, % at 3 µM; CHO RD-HGA16 TAAR1, Fluo-8 calcium fluorescence, antagonist; 1.5% of 360,000 active; AID 624466;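 active = inhibition above a per-plate cutoff, the mean inhibition of test compounds on that plate plus 3 SD, cut at about 49% in these data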;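 also: 0% = DMSO plus EC80 beta-PEA response and 100% = DMSO alone without agonist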
# Target sequence (Q96RJ0 whole entry, looked up): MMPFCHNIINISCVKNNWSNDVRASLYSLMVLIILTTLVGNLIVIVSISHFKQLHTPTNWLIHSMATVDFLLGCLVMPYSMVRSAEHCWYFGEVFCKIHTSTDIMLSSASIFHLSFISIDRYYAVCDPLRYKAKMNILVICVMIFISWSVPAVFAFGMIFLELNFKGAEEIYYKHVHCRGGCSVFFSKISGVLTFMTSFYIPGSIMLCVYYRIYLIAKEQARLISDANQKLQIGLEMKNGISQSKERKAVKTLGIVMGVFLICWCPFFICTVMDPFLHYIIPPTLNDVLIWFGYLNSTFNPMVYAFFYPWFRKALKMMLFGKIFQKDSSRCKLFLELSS
#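 Test system: hTAAR1-expressing CHO RD-HGA16 cells, Gα16-coupled; Probe or stimulus: EC80 β-phenethylamine stimulus; Compound dosing: single nominal final test compound concentration of 3 µM; Timing: 140 s kinetic read after compound, 140 s after agonist; Signal: Fluo-8 calcium-sensitive fluorescence; Measure: % inhibition of agonist calcium response; Controls: DMSO and EC80 PEA controls.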
# CRFBP-R2 block = CRF-BP/CRF-R2 complex antagonism. HEK293 CRF-R2/CRF-BP, CRF-induced calcium fluorescence. inhibition, % at 11.8 µM. 0.59% of 350,000 active;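 active = inhibition of the ligand-induced calcium signal above about 50% at the single tested concentration, limit read from the data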
# CHRM4 PAM = positive allosteric modulators of human muscarinic M4 receptor; AID 624126; CHO-K1 hM4/Gqi5, Fluo-8 calcium fluorescence, ACh EC20; 0% = ACh EC20, 100% = maximal ACh; P08173; 0.4% of 360,000 active; activation, % at 3 µM;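 active = activation above its plate's cutoff, the mean activation of sample wells plus 3 SD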; also: some results filed as inactive read as strong as hits
# CRFR2-BP ag = agonists of human CRF-binding protein/CRF-R2 receptor complex; HEK293 CRF-R2/CRF-BP, calcium dye fluorescence (FLIPR); percent of saturating CRF peptide response; activation, % at 13.2 µM; 0.46% of 350,000 active; AID 588473;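 active = activation of at least 50%, plus an integration ratio under a set limit after plate pattern correction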;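 also: plate controls were neutral control wells without compound for no effect and CRF at EC100 for full effect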
# CHRM5 agonist = agonists of human muscarinic M5 receptor (CHRM5); CHO-K1 hM5 cells, Fluo-8 calcium fluorescence; 0% DMSO wells, 100% maximal acetylcholine response; activation, % at 3 µM; AID 624037; 0.19% of 360,000 active;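 active = activation above the run's mean over test compounds plus 3 SD, cut at about 23% in these data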;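 also: signal is peak over basal fluorescence ratio across the kinetic read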
# Target sequence (P08912 whole entry, looked up): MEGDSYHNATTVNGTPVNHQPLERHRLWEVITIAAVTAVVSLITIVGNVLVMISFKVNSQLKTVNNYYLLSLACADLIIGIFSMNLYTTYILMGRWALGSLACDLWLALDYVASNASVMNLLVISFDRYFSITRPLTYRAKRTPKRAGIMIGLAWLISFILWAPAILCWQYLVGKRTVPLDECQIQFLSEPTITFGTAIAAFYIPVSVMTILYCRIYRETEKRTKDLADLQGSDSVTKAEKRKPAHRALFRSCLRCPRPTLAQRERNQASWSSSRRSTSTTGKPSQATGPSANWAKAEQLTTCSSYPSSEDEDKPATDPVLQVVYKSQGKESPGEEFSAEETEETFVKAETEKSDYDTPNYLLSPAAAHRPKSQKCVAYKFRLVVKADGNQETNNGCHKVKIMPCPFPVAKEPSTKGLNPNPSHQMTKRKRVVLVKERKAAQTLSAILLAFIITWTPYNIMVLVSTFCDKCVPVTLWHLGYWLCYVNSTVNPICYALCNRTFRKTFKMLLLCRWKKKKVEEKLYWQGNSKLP
# TAAR1 agonist = human TAAR1 agonism; 0.99% of 360,000 active; activation, % at 3 µM; CHO RD-HGA16 TAAR1, Fluo-8 calcium fluorescence; vehicle wells 0%, saturating PEA agonist 100%;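 active = activation above the mean activation of all test compounds in the run plus 3 SD, cut at about 38% in these data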
#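 Signal – calcium-sensitive Fluo-8 signal, excitation 470-495, emission 515-575 nm · System – RD-HGA16 (CHO) cells co-expressing Gα16 and hTAAR1 · Incubation – 17-24 h seeding, 75 min 37 °C dye, 30 min RT · Compound dosing – 3 µM single concentration · Repeats – no replicates (n 1)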
# CHRM5 antagonist = blocks acetylcholine activation of human M5 receptor; 0.59% of 360,000 active; inhibition, % at 3 µM; CHO-hM5 cells, Fluo-8 calcium fluorescence, ACh EC80; AID 624040; P08912;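 active = inhibition above a per-plate cutoff, the mean of that plate's test compounds plus 3 SD, cut at about 27% in these data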;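 also: 0% = acetylcholine EC80 with DMSO and 100% = DMSO without agonist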
# M5 PAM = positive allosteric modulators of human muscarinic M5 receptor | CHO-K1 hM5, Fluo-8 calcium, ACh EC20 PAM; 0% = ACh EC20, 100% = ACh EC100 | 0.3% of 360,000 active | P08912 | AID 624038 | activation, % at 3 µM;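 active = activation above the run cutoff, the mean activation of all test compounds plus 3 SD, cut at about 18% in these data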
#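 Test system: CHO-K1 hM5 cells / Doses: single-point, 3 µM nominal / Times: Post-acetylcholine fluorescence recording 140 s / Technique: Fluo-8 calcium fluorescence / Measure: Max/basal fluorescence ratio as % of EC20–EC100 ACh window / Benchmarks: low control EC20 acetylcholine (0%), high control EC100 acetylcholine (100%) / Replicates: one well per compound, no replicates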
# The depositor's hits bear a star; nt = not tested or not shown.
1) CCN(CC(=O)NC1CCS(=O)(=O)C1)S(=O)(=O)c1cc([N+](=O)[O-])ccc1C (stereo not drawn)
2) COc1cccc(C(O)c2nc(-c3ccc(F)c(Cl)c3)cs2)c1 (stereo not drawn)
3) O=C(O)c1cc2c(cc1NC(=O)c1c(F)cccc1F)OCCCO2
4) CNS(=O)(=O)c1cccc(C(=O)NCC(c2cccs2)N(C)C)c1 (stereo not drawn)
5) O=C1CNC(=O)/C1=C\c1ccc(O)cc1
6) COc1ccc(OCC(=O)N/N=C/c2ccncc2)cc1
7) O=C(CNCc1ccc(F)cc1)Nc1cc(S(=O)(=O)N2CCOCC2)ccc1Cl
8) COc1ccc2c(c1)C(=O)N1[C@H]3c4cc(C)ccc4OC[C@@H]3[C@H](c3ccccc3)[C@]1(C)C(=O)N2
Screen / compound no. | 1 | 2 | 3 | 4 | 5 | 6 | 7 | 8
M1 PAM parental | 1 | -4 | 4 | 20 | -13 | -6 | -6 | 10
TAAR1 antag | -17 | 1 | 18 | -3 | 12 | -8 | 5 | -3
CRFBP-R2 block | 6 | nt | -1 | 1 | -3 | 18 | 0 | 2
CHRM4 PAM | 2 | -1 | -2 | -1 | -5 | -10 | -3 | -10
CRFR2-BP ag | -1.4 | nt | 0.0 | 0.6 | 0.6 | -1.6 | -0.3 | 2.1
CHRM5 agonist | 2 | 0 | 2 | -3 | -3 | 7 | 6 | -3
TAAR1 agonist | 2 | 0 | -3 | 21 | 7 | 1 | 14 | 3
CHRM5 antagonist | -3 | -2 | -5 | -2 | -4 | -1 | 7 | 18
M5 PAM | 2 | -1 | 7 | 4 | -4 | -2 | -7 | -23

9) COC(=O)C1=C(C)OC(N)=C(C#N)C1c1cc(C)sc1C (stereo not drawn)
10) O=C(/C=C/c1ccc(O)cc1)OCc1occc(=O)c1O[C@@H]1OC(CO)[C@@H](O)[C@H](O)[C@@H]1O (stereo partly drawn)
11) CCCNC(=O)c1ccc2c(c1)ncn2-c1ccccc1OC
12) O=C(Cn1c(=O)c2cccn2c2ccccc21)NCc1cccc(F)c1
13) Cn1c(SCC(=O)N2CCCC2=O)nc2ccccc2c1=O
14) Cc1ccccc1OCC(=O)OCC(=O)NC12CC3CC(CC(C3)C1)C2
15) COc1ccc(CNC(=O)CN(C(=O)CCC(=O)Nc2ccccn2)c2ccc3c(c2)OCO3)cc1
16) CCOC(=O)C1CCCN(C2CCN(Cc3nc(-c4ccccc4)no3)CC2)C1 (stereo not drawn)
Screen / compound no. | 9 | 10 | 11 | 12 | 13 | 14 | 15 | 16
M1 PAM parental | 19 | 16 | 11 | -9 | -8 | -8 | -19 | 11
TAAR1 antag | 12 | 17 | -2 | -3 | 12 | 12 | -22 | 0
CRFBP-R2 block | 18 | 3 | 13 | 5 | 8 | -3 | 18 | -2
CHRM4 PAM | 2 | 6 | -2 | -1 | -9 | 0 | -7 | -12
CRFR2-BP ag | 1.6 | 0.7 | 0.2 | -4.1 | 0.3 | -1.8 | -0.7 | 0.4
CHRM5 agonist | -7 | 4 | -3 | 0 | 2 | -2 | -2 | -10
TAAR1 agonist | 0 | 10 | 5 | 0 | 3 | 3 | 0 | 5
CHRM5 antagonist | -10 | 10 | 1 | 3 | 21 | -5 | 18 | 45*
M5 PAM | 1 | -4 | 0 | -2 | -27 | -2 | -4 | -18

17) Cc1ccc(N2C(=O)CC(Sc3ncn[nH]3)C2=O)cc1 (stereo not drawn)
18) CCc1ccccc1NC(=O)CCNC(=O)Cn1ccc2ccccc2c1=O
19) CCOC(=O)N1CCN(c2c(-c3ccccc3)c3cc(Cl)ccc3[nH]c2=O)CC1
20) C[C@H](NS(=O)(=O)c1ccccc1)C(=O)OCC(=O)NC(=O)Nc1ccc2c(c1)OCCO2
21) CC1(C)CNc2cc(N)ccc2S1
22) COc1cc(/C=C/C(=O)O)cc(S(=O)(=O)NCCCC(=O)O)c1OC
23) COc1cccc(C(=O)NC2CCN(C(=O)N3CCCCC3)CC2)c1
24) CCC1=NN(C(=O)c2cccc(Br)c2)C(O)(c2ccc(Br)cc2)C1 (stereo not drawn)
Screen / compound no. | 17 | 18 | 19 | 20 | 21 | 22 | 23 | 24
M1 PAM parental | 24 | -14 | -11 | 18 | 29 | 0 | -9 | 21
TAAR1 antag | 9 | 4 | 5 | -4 | -3 | -2 | -4 | 18
CRFBP-R2 block | -4 | 14 | -47 | 6 | -10 | -1 | -10 | 14
CHRM4 PAM | 0 | -2 | 8 | 7 | 2 | -4 | 0 | 1
CRFR2-BP ag | 1.5 | -0.1 | 6.1 | -0.3 | 1.9 | -1.3 | -1.3 | 2.8
CHRM5 agonist | -9 | -1 | 4 | 0 | 0 | -4 | 2 | -1
TAAR1 agonist | 10 | 1 | 10 | 6 | 7 | 7 | 0 | 3
CHRM5 antagonist | 2 | 10 | -6 | -3 | -3 | -9 | -4 | -5
M5 PAM | -1 | -4 | 2 | -5 | 3 | 0 | -2 | 0

# Part of the list above in order of length of the SMILES, low to high:
21) CC1(C)CNc2cc(N)ccc2S1
13) Cn1c(SCC(=O)N2CCCC2=O)nc2ccccc2c1=O
17) Cc1ccc(N2C(=O)CC(Sc3ncn[nH]3)C2=O)cc1 (stereo not drawn)
9) COC(=O)C1=C(C)OC(N)=C(C#N)C1c1cc(C)sc1C (stereo not drawn)
3) O=C(O)c1cc2c(cc1NC(=O)c1c(F)cccc1F)OCCCO2
4) CNS(=O)(=O)c1cccc(C(=O)NCC(c2cccs2)N(C)C)c1 (stereo not drawn)
22) COc1cc(/C=C/C(=O)O)cc(S(=O)(=O)NCCCC(=O)O)c1OC
16) CCOC(=O)C1CCCN(C2CCN(Cc3nc(-c4ccccc4)no3)CC2)C1 (stereo not drawn)
19) CCOC(=O)N1CCN(c2c(-c3ccccc3)c3cc(Cl)ccc3[nH]c2=O)CC1
1) CCN(CC(=O)NC1CCS(=O)(=O)C1)S(=O)(=O)c1cc([N+](=O)[O-])ccc1C (stereo not drawn)
Screen / compound no. | 21 | 13 | 17 | 9 | 3 | 4 | 22 | 16 | 19 | 1
M1 PAM parental | 29 | -8 | 24 | 19 | 4 | 20 | 0 | 11 | -11 | 1
TAAR1 antag | -3 | 12 | 9 | 12 | 18 | -3 | -2 | 0 | 5 | -17
CRFBP-R2 block | -10 | 8 | -4 | 18 | -1 | 1 | -1 | -2 | -47 | 6
CHRM4 PAM | 2 | -9 | 0 | 2 | -2 | -1 | -4 | -12 | 8 | 2
CRFR2-BP ag | 1.9 | 0.3 | 1.5 | 1.6 | 0.0 | 0.6 | -1.3 | 0.4 | 6.1 | -1.4
CHRM5 agonist | 0 | 2 | -9 | -7 | 2 | -3 | -4 | -10 | 4 | 2
TAAR1 agonist | 7 | 3 | 10 | 0 | -3 | 21 | 7 | 5 | 10 | 2
CHRM5 antagonist | -3 | 21 | 2 | -10 | -5 | -2 | -9 | 45* | -6 | -3
M5 PAM | 3 | -27 | -1 | 1 | 7 | 4 | 0 | -18 | 2 | 2

20) C[C@H](NS(=O)(=O)c1ccccc1)C(=O)OCC(=O)NC(=O)Nc1ccc2c(c1)OCCO2
10) O=C(/C=C/c1ccc(O)cc1)OCc1occc(=O)c1O[C@@H]1OC(CO)[C@@H](O)[C@H](O)[C@@H]1O (stereo partly drawn)
Screen / compound no. | 20 | 10
M1 PAM parental | 18 | 16
TAAR1 antag | -4 | 17
CRFBP-R2 block | 6 | 3
CHRM4 PAM | 7 | 6
CRFR2-BP ag | -0.3 | 0.7
CHRM5 agonist | 0 | 4
TAAR1 agonist | 6 | 10
CHRM5 antagonist | -3 | 10
M5 PAM | -5 | -4

# Source: PubChem (several laboratories)
